Compound activity as filed in PubChem.
proCasp7 act – procaspase-7 activators, primary screen, counter-screen for procaspase-3 activator project, biochemical, absorbance, HTS, human; Caspase-7 (Homo sapiens), P55210; recombinant procaspase-7, Ac-DEVD-pNA absorbance 405 nm; D23A/D198A/D206A triple mutant, cannot self-cleave; scale: DMSO 0, 5 µM enzyme 100; activation, % at 8.5 µM; 330,000 tested, 0.093% active; AID 463210, 2010;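 active = percent activation above the screen-wide mean plus 3 SD, cut at about 25% in these data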
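Assay system: Uncleavable procaspase-7 mutant enzyme | Input: 2 µM procaspase-7 mutant as dispensed | Timing: 1 h compound preincubation, 2 h substrate cleavage, 25 °C | Repeats: One well per compound | Control set: DMSO wells as 0%, DMSO with 5 µM added PC-7 as 100% | Technique: Epi-absorbance of released pNA at 405 nm, two timepoints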
CTSL1 counter – Fasciola hepatica cathepsin L1 inhibitors, primary screen, counter-screen for PFM18AAP inhibitor project, biochemical, QFRET, fluorogenic peptide substrate | recombinant F. hepatica cathepsin L1, Z-Leu-Arg-MCA fluorescence | inhibition, % at 5.96 µM | 300,000 tested, 0.49% active;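 active = inhibition above the mean of all tested compounds plus 3 SD, set per screening campaign, cut at about 17% in these data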;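 also: 0% = plate median of test compound wells and 100% = 1 µM Z-Phe-Ala-diazomethylketone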
PP1 counter – PP1-alpha phosphatase inhibitors, primary screen, counter-screen for PP5 inhibitor project, biochemical, fluorescence, OMFP substrate, single point. Serine/threonine-protein phosphatase PP1-alpha catalytic subunit (Homo sapiens), P62136. purified PP1alpha. inhibition, % at 6.7 µM. 320,000 tested, 0.9% active. AID 2235, 2010;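 active = inhibition above the mean inhibition of all tested compounds plus 3 SD, computed separately for each screening campaign, cut at about 15% in these data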
VLA-4 inh – inhibition in human VLA-4 binding assay, primary screen, VLA-4 allosteric modulator project, MLPCN library, flow cytometry, VLA-4 expressing cells | ligand binding flow cytometry | inhibition, % (about 7 µM as worked out from the volumes in the protocol) | 330,000 tested, 0.2% active | AID 2557, 2010; in the data active = inhibition above about 50%
Target sequence (P13612 whole entry, looked up): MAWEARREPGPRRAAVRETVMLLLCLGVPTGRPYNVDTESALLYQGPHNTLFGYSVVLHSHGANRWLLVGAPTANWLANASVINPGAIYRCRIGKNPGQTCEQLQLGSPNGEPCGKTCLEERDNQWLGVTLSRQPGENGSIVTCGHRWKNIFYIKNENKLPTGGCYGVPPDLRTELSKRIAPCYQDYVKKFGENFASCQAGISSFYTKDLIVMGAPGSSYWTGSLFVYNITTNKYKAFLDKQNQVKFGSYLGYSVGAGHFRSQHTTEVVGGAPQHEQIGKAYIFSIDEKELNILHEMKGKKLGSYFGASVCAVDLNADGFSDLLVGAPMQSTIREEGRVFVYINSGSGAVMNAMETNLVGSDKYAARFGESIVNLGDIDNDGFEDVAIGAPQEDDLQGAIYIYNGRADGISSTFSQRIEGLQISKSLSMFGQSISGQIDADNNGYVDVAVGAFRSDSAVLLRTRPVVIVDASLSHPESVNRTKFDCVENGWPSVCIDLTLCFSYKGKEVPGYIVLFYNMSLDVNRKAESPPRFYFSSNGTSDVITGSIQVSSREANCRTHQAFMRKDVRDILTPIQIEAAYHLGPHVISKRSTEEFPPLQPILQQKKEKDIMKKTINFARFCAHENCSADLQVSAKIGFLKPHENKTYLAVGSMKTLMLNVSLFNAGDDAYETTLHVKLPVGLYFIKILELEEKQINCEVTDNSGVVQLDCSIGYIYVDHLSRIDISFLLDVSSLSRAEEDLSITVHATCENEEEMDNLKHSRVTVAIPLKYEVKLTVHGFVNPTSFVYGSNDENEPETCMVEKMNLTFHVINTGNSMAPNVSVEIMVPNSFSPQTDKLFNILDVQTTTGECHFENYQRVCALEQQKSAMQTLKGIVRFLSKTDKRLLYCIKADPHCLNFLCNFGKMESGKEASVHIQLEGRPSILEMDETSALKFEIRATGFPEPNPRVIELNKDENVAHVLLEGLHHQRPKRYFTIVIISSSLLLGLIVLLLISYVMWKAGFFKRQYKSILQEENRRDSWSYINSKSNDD
GASC-1 inh – inhibitors of GASC-1 histone demethylase, primary screen, biochemical, fluorescence, DELFIA europium. Lysine-specific demethylase 4C (Homo sapiens), Q9H3R0. GST-JMJD2C(1-420) H3K9me3 demethylation. inhibition, % at 2.35 µM. 330,000 tested, 0.069% active. AID 2099, 2009;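 active = more than half of a compound's replicate wells show inhibition beyond 50%, single wells judged on their own value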;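 also: signal counts dimethyl H3K9 product captured on neutravidin plate; 0% = median of DMSO wells and 100% = 0.3 times that DMSO median; strong numbers were not always called active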
PP5 inh – PP5 phosphatase inhibitors, primary screen, biochemical, fluorescence | inhibition, % at 6.7 µM | purified PP5c, OMFP substrate fluorescence | Serine/threonine-protein phosphatase 5 (Homo sapiens), P53041 | AID 1987, 2009 | 320,000 tested, 0.18% active;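 active = inhibition above the campaign's mean inhibition across all tested compounds plus 3 SD, cut at about 9.5% in these data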;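 also: 0% = DMSO only and 100% = 100 µM cantharidin control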
proCasp3 act – activators of human procaspase-3 D3A mutant, primary screen, biochemical, absorbance, PC-3 D3A mutant, single concentration. activation, % at 8.5 µM. Caspase-3 (Homo sapiens), P42574. 330,000 tested, 0.11% active. recombinant procaspase-3 D3A, Ac-DEVD-pNA absorbance 405 nm;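 active = activation above the mean of all tested compounds plus 3 SD, cut at about 21% in these data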;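 also: 0% = DMSO alone and 100% = DMSO wells spiked with extra 5 µM PC-3 D3A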
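Assay system – Procaspase-3 D3A mutant · Benchmarks – DMSO low control, extra-enzyme high control · Technique – 405 nm absorbance of p-nitroaniline, reads at 0 and 120 min · Doses – 8.5 µM nominal · Measure – % activation between DMSO and enzyme-spiked controls · Also added – Ac-DEVD-pNA chromogenic peptide substrate · Schedule – 1 h compound preincubation, 2 h substrate hydrolysis at 25 °C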
GRK2 aptamer HTS – compounds blocking aptamer binding on GRK2 – biochemical, human GRK2, bead flow cytometry, HTS, primary screen; inhibition of aptamer binding, % at 10 µM; Beta-adrenergic receptor kinase 1 (Homo sapiens), P25098; FAM-aptamer displacement from GRK2; AID 488847, 2010; 330,000 tested, 0.59% active;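 active = inhibition of aptamer binding above 40%, roughly 3 SD of noise, on plates passing a quality check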;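 also: median bead fluorescence of bound FAM aptamer so fluorescent compounds give negative values; no value below 0 was filed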
core dimer inh – inhibitors of HCV core protein dimerization, primary screen, biochemical, TR-FRET, high-throughput. TR-FRET GST/Flag-core106 dimerization, 1536-well. inhibition, % at 5 µM. 300,000 tested, 0.33% active;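 active = inhibition above the mean of all tested compounds plus 3 SD, set per screening campaign, cut at about 45% in these data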
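Assay system: GST-tagged and Flag-tagged HCV core protein residues 1-106 / Times: compound-protein-antibody incubation 4 h at 22.5 °C / Signal: time-resolved FRET, ex 340 nm, em 617 and 671 nm / Evaluation: % inhibition based on acceptor/donor emission ratio / Benchmarks: wells lacking GST-core106 and wells with excess unlabelled core106 / Repeats: singlicate, one well per compound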
Active calls of the source: *; . = no result given.

entry	Compound	proCasp7 act	CTSL1 counter	PP1 counter	VLA-4 inh	GASC-1 inh	PP5 inh	proCasp3 act	GRK2 aptamer HTS	core dimer inh
1	CCCc1[nH]n(-c2ccc(F)cc2)c(=O)c1C=NCC1CCCO1 (centres undefined)	3	-3	0	43	15	1.9	0	0	0
2	CCOc1ccc2oc(C(=O)N(C)CCc3ccc(OC)c(OC)c3)c(C)c2c1	11	.	-1	-1	-4	0.2	6	1	.
3	CCCc1cc(=O)n2nc(N3CCC(C(=O)N4CCN(c5ccc(OC)cc5)CC4)CC3)sc2n1	-10	0	2	-8	4	0.6	4	1	-11
4	O=c1ccn(Cc2ccccc2)cc1	-2	-1	0	.	3	0.6	1	.	-7
5	COc1cc(NC(=O)CN(C)CCOc2ccccc2)c(C)cc1[N+](=O)[O-]	5	2	2	6	-16	1.4	2	0	11
6	COc1ccc(CCN(Cc2cc3cc(C)ccc3[nH]c2=O)C(C)=O)cc1OC	-5	0	-6	26	8	1.6	7	4	-4
7	Cc1ccc(N2C(=O)CC3(CC4C=CC3C4)C2=O)cc1 (centres undefined)	-3	8	0	-5	10	1.4	3	1	-5
8	COc1ccc(S(=O)(=O)N2C3CCC2CC(NC(=O)NC2CCCCC2)C3)cc1 (centres undefined)	9	0	-2	-13	-2	-0.2	-5	2	0
9	O=C(CNC(=O)c1ccc(C(F)(F)F)cc1)NC1CC1	3	.	.	2	-5	.	-1	2	.
10	N#C/C(=C\c1ccc(Sc2ccccc2)o1)c1nc2ccccc2[nH]1	-41	9	1	22	20	0.9	-8	0	7
11	CCN(C[C@H]1N[C@@](CC)(C(=O)OC)[C@H]2C(=O)N(Cc3ccccc3)C(=O)[C@@H]12)C(=O)c1ccccc1	8	.	.	-8	.	.	-1	0	.
12	O=C(COC(=O)CCc1nc2ccccc2c(=O)[nH]1)NCc1ccc(F)cc1	2	-2	-3	1	4	0.1	-8	0	0
13	COC(=O)C1=C(C)N(C)C(C)=C(C(=O)OC)C1c1ccc(C(=O)OC)cc1	-6	0	-3	-4	1	3.6	3	2	7
14	CN(C)/C=N/c1ncn(-c2ncc(C(F)(F)F)cc2Cl)n1	-3	4	-5	24	2	-2.4	-9	0	-6
15	CCOC(=O)Cc1csc(NC(=O)Cc2ccc([N+](=O)[O-])cc2)n1	1	-1	11	3	0	2.1	6	6	-1
16	O=C(CCSc1ccccc1)Nc1nc2c(s1)COc1ccccc1-2	4	-23	1	28	1	1.7	1	0	10
17	COc1ccc(CCn2c(C)cc(C(=O)CCl)c2C)cc1OC	0	44*	-2	-1	-1	2.5	-2	1	10
18	Nc1sccc1C(=O)c1ccccc1	-3	-2	-3	0	-2	3.5	2	0	1
19	COc1cc(C(=O)N/C(=C\c2cn(C)c3ccccc23)C(=O)NCCCO)cc(OC)c1OC	1	4	-7	-2	-1	-1.4	9	0	2
20	N#Cc1ccccc1NC(=O)COC(=O)c1ccc(S(=O)(=O)N2CCCC2)cc1	-2	-5	0	1	-4	1.4	-3	1	-2
21	Cc1cccc(/C=N/NC(=O)c2cccc(Cl)c2)n1	24	1	-1	-5	9	1.1	-7	0	3
22	O=C(NC1CCCC1)c1cccc(Cl)c1	0	2	-1	25	-7	2.0	1	0	-5
23	O=C(CNC(=O)OCc1ccccc1)NC1CCCCNC1=O (centres undefined)	13	-4	-4	6	-1	3.0	-2	0	2
24	CCOc1ccccc1-c1cc(C(=O)N2CCOCC2)c2ccccc2n1	13	0	-2	-18	-2	1.7	7	21	10
25	CC(NC(=O)COc1ccc(/C=N/NC(=O)CO)cc1)c1ccccc1 (centres undefined)	-2	1	1	-116	-14	2.5	8	1	-11
26	O=c1c(Cl)c(NS(=O)(=O)c2ccccc2)cnn1-c1ccccc1	0	-3	-3	1	12	0.5	-5	0	4
27	CC1=C(C(=O)Nc2ccccn2)C(c2ccc(Cl)cc2)NC(=S)N1 (centres undefined)	-9	4	0	12	-13	3.2	-7	1	2
28	Clc1ncccc1-c1nnn(-c2ccccc2Br)n1	8	-3	1	.	-8	2.5	7	.	-11
29	Cc1ccc(C(=O)CNc2ccc(Br)cc2)cc1	10	0	0	-9	-3	2.0	10	0	-3
30	CCc1cccc(NC(=O)CC2SC(N3CCCC3)=NC2=O)c1 (centres undefined)	-5	.	.	-12	-2	.	0	19	.
31	COc1ccccc1CCNS(=O)(=O)c1ccc(C(=O)O)n1C	-3	-1	-3	-5	17	-1.5	-6	3	0
32	CC(=O)c1ccc(N/C=C\C(=O)c2ccc(C)cc2)cc1	-7	1	2	8	-15	-0.2	3	1	3
33	CCCCNC(=S)N/N=C/c1cccc(OCC)c1O	-8	0	-3	-2	4	1.6	-4	4	0
34	CN(CC(=O)Nc1cccnc1)S(=O)(=O)c1cc(Cl)ccc1Cl	-12	-1	-3	-27	-1	2.8	5	1	1
35	CN(Cc1ccccc1)C1CCN(Cc2ccccc2[N+](=O)[O-])CC1	-19	1	2	-5	-4	0.2	-10	0	-6
36	Cc1cc(C)c(NC(=S)N(CCc2ccncc2)C(C)C)c(C)c1	-6	-6	-2	8	-6	0.5	0	1	-1
37	O=C(CSc1ccc2nnc(-c3cccnc3)n2n1)NCC1CCCO1 (centres undefined)	7	-1	-8	-20	19	1.1	2	0	1
38	Cc1ccc2nc(NC(=O)CSc3nncc(=O)n3N)sc2c1	2	-2	-1	-13	0	3.6	-1	0	16
39	O=Cc1cn(-c2ccccc2)nc1-c1ccccn1	10	0	4	6	.	0.9	9	0	-6
40	Cn1/c(=N\NC(=O)C2CCCCC2)sc2ccccc21	6	-4	-6	32	2	-2.3	-14	0	1
41	COc1ccc(NC(=O)Cn2c(CCC(=O)O)ccc2-c2ccccc2)cc1	-3	0	-3	20	6	0.4	1	1	9
42	COC(=O)c1cc(C#N)c(Oc2ccccc2OC)nc1C	-3	4	1	18	-4	-0.2	-4	0	1
43	Cc1cccc2cc(CN(CCCO)C(=O)Nc3cccc(Cl)c3)c(=O)[nH]c12	5	0	5	-3	19	2.8	7	.	5
44	O=C(Nc1ccccc1C(=O)OCC(=O)c1c[nH]c2ccccc12)c1ccco1	5	6	1	-29	0	4.8	-5	2	22
45	CC1CCCN(CCCNC(=O)c2ccc(CS(=O)(=O)Cc3cccc(Cl)c3)o2)C1 (centres undefined)	5	-2	-1	3	-8	2.5	13	0	-2
46	COc1ccc(NC(=O)C(=O)NCCN2CCN(C(=O)c3ccc(C)cc3)CC2)cc1	5	-1	3	23	-3	0.3	0	2	-7
47	Cn1c(SCc2ccccc2C#N)nnc1-c1ccncc1	0	-1	-2	3	-3	2.4	10	2	0
48	Cc1cc(C(=O)NN)c2cc(Br)ccc2n1	20	-3	1	-3	-7	2.1	-11	0	-2
49	CC(NC(=O)/C(=C\c1cccc([N+](=O)[O-])c1)NC(=O)c1ccco1)C(=O)O (centres undefined)	5	-7	1	14	-5	0.0	2	2	5
50	CC(/C=N/NC(=O)c1sc(N)nc1C)=C\c1ccccc1	-1	4	0	0	6	2.1	1	0	0
51	O=C(OC(C(=O)NCC1CCCO1)c1ccccn1)c1cccs1 (centres undefined)	10	-42	-2	13	1	-0.9	-4	1	-2
52	CCOC(=O)c1oc2ccccc2c1CN1CCN(c2ccccc2)CC1	-1	2	0	8	8	3.0	-4	2	3
53	O=C(NCCCN1CCCC1=O)c1cccc(S(=O)(=O)Nc2ccccc2Cl)c1	19	.	-2	-14	-25	-3.0	10	1	.
54	COc1ccc2c(c1)c(CC(=O)Nc1ccccc1OC)c(C)n2C(=O)c1ccc(Cl)cc1	2	0	3	6	3	3.9	4	0	14
55	CCc1ccccc1NC(=O)CCN1C(=O)C2CC=CCC2C1=O (centres undefined)	0	-3	-3	1	20	-1.8	3	0	-9
56	COC(=O)COc1cccc(NC(=O)C(c2ccccc2)c2ccccc2)c1	-1	-3	1	14	-7	4.7	-4	3	4
57	CC(C)(C)[C@H]1C=C(C(=O)N2CCN(Cc3ccccc3)CC2)O[C@@H](OCc2ccc(CO)cc2)C1	-8	1	4	.	8	2.5	4	.	-16
58	CCOC(=O)c1[nH]c2cc3c(cc2c1NC(=O)CN1CCC2(CC1)OCCO2)OCO3	6	5	-1	-3	6	-1.6	-4	1	-9
59	CCCn1c(C(Cc2ccccc2)NC(=O)COC)nc2ccccc21 (centres undefined)	-6	1	3	8	3	2.3	6	2	-3
60	CC(=O)/C(CN1CCCCC1)=N\O	2	0	0	4	-4	2.7	2	0	-5

Later entries
entry	Compound	proCasp7 act	CTSL1 counter	PP1 counter	VLA-4 inh	GASC-1 inh	PP5 inh	proCasp3 act	GRK2 aptamer HTS	core dimer inh
61	O=C(c1ccc2c(c1)N(Cc1ccccc1)C(=O)CS2)N1CCOCC1	7	2	3	14	-7	0.4	9	0	-1
62	CC(NC(N)=O)C(=O)OCc1ccc(Cl)cc1Cl (centres undefined)	12	0	0	9	153	0.4	1	4	-2
63	Cc1ccc(N2CCN(S(=O)(=O)c3ccc4c(c3)NC(=O)C(C)C(=O)N4)CC2C)cc1 (centres undefined)	11	-3	2	-9	-3	2.8	4	0	6
64	O=S(=O)(Nn1c(O)c(C=C2N=c3ccccc3=N2)sc1=S)c1ccccc1	-31	-2	5	-2	-12	1.2	-9	4	1
65	O=C(CC1S/C(=N\S(=O)(=O)c2ccccc2)N(c2ccccc2)C1=O)Nc1ccc(F)cc1 (centres undefined)	-4	-3	0	-2	7	3.6	-18	0	14
66	C=CCNCC(=O)Nc1ccccc1SCC(=O)Nc1ccsc1C(=O)OC	-3	-2	-2	4	3	1.1	11	0	12
67	O=C(CN1C(=O)c2ccccc2S1(=O)=O)Nc1cccc(S(=O)(=O)N2CCCCC2)c1	13	.	.	-6	5	.	6	5	.
68	Cn1c(=O)n(C)c2cc([N+](=O)[O-])c(N3CCN(C(=O)c4cccc(F)c4)CC3)cc21	4	-3	0	-1	3	-1.1	-4	5	-4
69	O=C(Nc1nnc(S(=O)(=O)N2CCOCC2)s1)c1cccc(Br)c1	4	0	1	5	-1	1.7	9	2	3

Rows are unselected. About 2.6% of those tested had a hit in this group.
